Lipid storage S3: qHTS Assay for Lipid Storage Modulators in Drosophila S3 Cells | lipid storage change, negative = inhibition, % at the top dose, mostly 46.1 µM; hits show Potency in µM | 0.64% of 320,000 active | Drosophila S3 cells, BODIPY lipid droplet fluorescence, 18-24 h; cells fed with added oleic acid | AID 2685; active = well fitted inhibition curve with a large enough effect in the signal ratio, with a control signal flat, not every such curve was filed as active; inconclusive = small, poorly fitted or top-dose-only effect, or effect the other way, or a change in a side signal; the % refers to the signal ratio
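Drosophila S3 cells got compounds at several concentrations plus oleic acid (400 uM solution). Laser-scanning cytometry with 488 nm excitation read lipid droplets at 500-530 nm and cells at 575-640 nm. Percent activity was relative to 20 uM Triacsin C.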
Lipid storage S3 cell count max: also measured in Lipid storage S3; calls as there; cell number change, %; measured here: cell count max response;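 cells counted by Cell Tracker Red CMTPX staining in the red channel; peak over a dose series mostly up to 46.1 µM; percent activity relative to internal control wells on each plate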
* = called active by the depositor; i = inactive; ? = inconclusive; · = no result given. % is scaled to controls: 0 for no effect and ±100 for the full control effect; potency is read from the fitted curve at half-maximal effect.

SMILES | Lipid storage S3 | Lipid storage S3 cell count max
CCNC(=O)CSc1nnc(-c2cccs2)o1 | ? | ·
COCc1nnc(NC(=O)c2c(-c3c(Cl)cccc3Cl)noc2C)s1 | ? | ·
Cc1onc(-c2ccccc2Cl)c1C(=O)NCc1ccco1 | 10.1% | -9.9
CC(=O)NCCC(=O)Nc1nc2c(ccc3ccccc32)s1 | ? | ·
Cc1ncccc1C(=O)N1CCCC(CNC(=O)c2ccc(-c3ccccc3)cc2)C1 (configuration not stated) | -7.8% | -6.2
CC(=O)C1=C(O)C=C(c2ccco2)CC1c1ccco1 (configuration not stated) | ? | ·
COc1ccc(-c2cc(C(F)F)n3ncc(C(=O)N4CCSCC4)c3n2)cc1 | ? | ·
COc1ccc(/C(N)=N/O)cc1O | 4.1% | 3.5
COc1ccc(OC)c(NC(=O)CCNS(=O)(=O)c2cccc3nsnc23)c1 | ? | ·
O=C(CCC1CCCCC1)NC1=NCCS1 | ? | ·
CN(CC(=O)Nc1ccccc1Br)C(=O)CCc1nc2ccccc2c(=O)[nH]1 | ? | ·
Cc1ccc(COn2nnc3ccc(S(=O)(=O)N4CCOCC4)cc32)cc1 | 5.3% | 10.4
COC(=O)COc1ccc(S(=O)(=O)Nc2ccc3c(c2)OCO3)cc1 | i | 3.0
CCCCN(C(=O)c1c(C)noc1C)c1c(N)n(CCCC)c(=O)[nH]c1=O | ? | ·
CCCCc1c(O)c2ccccc2n(CCCC)c1=O | 12.4% | 5.4
[N-]=[N+]=NC1C[C@H](n2ccc(=O)[nH]c2=O)O[C@@H]1CO (some centres not stated) | ? | ·
CCC(=O)N1CCc2cc(OC)c(OC)cc2C1COc1ccc(OC)cc1 (configuration not stated) | 2.3% | -14.9
N=C1SCC(=O)N1c1ncc(Cc2ccc(F)cc2)s1 | ? | ·
CC1CCN(C(=O)c2ccc(CSc3ccc(Cl)cc3)cc2)CC1 | ? | ·
CCOc1ccc(NC(=S)N(CCN2CCOCC2)Cc2cc3cc4c(cc3[nH]c2=O)OCO4)cc1 | 6.5% | 5.0
COc1ccc(NC(=O)c2cc3c(CO)cnc(C)c3oc2=Nc2cccc(C)c2)c(OC)c1 | ? | ·
Cc1ccc2c(NC(=O)C3CC3)cccc2n1 | ? | ·
COC(=O)[C@H](C)NC(=O)Nc1cc(Cl)ccc1C | ? | ·
COc1ccc(NC(=O)c2ccc(Cl)c(S(=O)(=O)N3CC(C)OC(C)C3)c2)cn1 (configuration not stated) | ? | ·
COC(=O)c1ccc(Cl)c(S(=O)(=O)N2CCCC2)c1 | -18.4% | ·
Cc1scc(C(=O)Nc2ccon2)c1-c1ccccc1 | ? | ·
COc1ccc(NC(=O)/C=C/c2ccc(OC)c(OC)c2)cn1 | ? | ·
CCCCN(CC)CCCNC(=O)c1cn(C)c(=O)c2c1c1ccccc1n2C | ? | ·
Cc1ccc(NC(=O)CCN2C(=O)OC(C)(C)C2(C)O)cc1 (configuration not stated) | ? | ·
O=C(/C=C/c1ccc(F)cc1)N1CCCN(C(=O)/C=C/c2ccc(F)cc2)CC1 | 4.6% | 9.1
Cc1cccc(C(=O)NC2CC3CCCC(C2)N3C(=O)NC2CCCCC2)c1 (configuration not stated) | ? | ·
CCOC(=O)C1=C(C)N=c2s/c(=C\c3cccc(OCC(=O)O)c3)c(=O)n2C1c1ccccc1 (configuration not stated) | ? | ·
CCN(CC)C(=O)COC(=O)c1ccc(C)c(NC(=O)c2ccco2)c1 | -0.5% | 3.1
Cc1cc2cc(C#N)c(SCC(=O)Nc3nonc3C)nc2cc1C | ? | ·
OCCC1CN(Cc2cccn2-c2nccs2)CCN1C1CCCCC1 (configuration not stated) | 15.2% | 7.8
CCN(CC)CCOC(=O)/C=C/c1ccccc1 | -7.0% | 7.8
COc1ccc(/C=N/NC(=O)c2ccncc2)cc1[N+](=O)[O-] | 0.8% | -6.9
COc1ccc(NC(=O)CSC2=NC(=O)CC(C)=N2)cc1 | ? | ·
Cc1ccc(CN(CC(=O)NCc2ccccn2)S(=O)(=O)c2ccccc2)cc1 | -5.0% | 0.6
COc1cc(O)oc1C=Nc1ccc(C(F)(F)F)cc1 | -20.3% | 2.5
COc1ccc2[nH]c(=O)c(CN(Cc3nnnn3Cc3ccco3)C3CCCCC3)cc2c1 | 22.0% | -18.8
COc1ccc(OC)c(NC(=O)C(CC(C)C)NC(=O)C2CCCCC2)c1 (configuration not stated) | ? | ·
Cc1cccc(NC(=O)CCSc2nnc(Cc3ccccc3)o2)c1 | 5.9% | ·
CSc1n[nH]c(=O)n1-c1cccc(Cl)c1 | 0.5% | -1.8
COc1ccc(C(=O)NCCCSc2ccccc2)cc1F | ? | ·
O=Cc1cccn1-c1ccc(O)cc1 | 10.1% | -1.3
CC(=O)Nc1cccc(-c2nc3ccccc3s2)c1 | -3.8% | -5.2
CS(=O)(=O)N(CC(=O)NCc1ccc2c(c1)OCO2)Cc1ccccc1 | ? | ·
CCCOC1CCCN(C(=O)c2ccc(OC3CCN(Cc4ccccn4)CC3)cc2)C1 (configuration not stated) | -17.2% | -14.6
O=C(NCCc1ccccc1F)N[C@@H](Cc1ccccc1)C(=O)O | 8.6% | -4.1

Remaining list, next part
SMILES | Lipid storage S3 | Lipid storage S3 cell count max
O=C(Nc1ccc(F)cc1)C1CC2CCC1C2 (configuration not stated) | i | -13.9
CC(C)Oc1cccc(C(=O)C2CCCN(C(=O)c3ccnn3C)C2)c1 (configuration not stated) | 19.7% | 9.6
O=C(Nc1ccc(-c2cscn2)cc1)C1CCCN(Cc2ccccc2)C1 (configuration not stated) | ? | ·
O=C1CCCN1CCCNC(=S)Nc1ccccc1Cl | i | ·
c1ccc(CC2CNc3ccccc3CN2)cc1 (configuration not stated) | ? | ·
CC(C)N=c1scc(-c2ccco2)n1/N=C/c1ccc(O)c(O)c1 | ? | ·
CCS(=O)(=O)N1Cc2ccccc2CC1C(=O)Nc1cccc(S(=O)(=O)N(C)C)c1 (configuration not stated) | -0.9% | 18.9
CC(C)Cn1c(N)c(C(=O)COC(=O)c2cnc(Cl)c(Cl)c2)c(=O)n(C)c1=O | i | 24.2
CCC(CC)NC(=O)COC(=O)c1cc(Br)ccc1Cl | ? | ·
Cc1cc(NC(=O)Nc2ccc(Cl)c(Cl)c2)n(-c2ccccc2)n1 | 7.9% | 6.4
Cc1ccc(SCC(=O)Nc2cccc(NC(=O)c3ccco3)c2)cc1 | ? | ·
COc1ccccc1/C=C/CN1CCN(c2ccccc2)CC1 | ? | ·
CN(C)S(=O)(=O)c1cccc(COC(=O)CNC(=O)c2ccc(Br)o2)c1 | ? | ·
CCOc1cc(/C=N/Nc2ncc(C)c(=O)[nH]2)ccc1O | ? | ·
Brc1ccc(-c2csc(N/N=C/c3ccco3)n2)cc1 | ? | ·
CCOC(=O)C1C(=O)C=C(c2cccs2)CC1c1ccccc1 (configuration not stated) | 18.5% | 3.3
CN(C)CC(O)COC(c1ccc(Cl)cc1)c1ccc(Cl)cc1 (configuration not stated) | ? | ·
O=C(COc1ccccc1)N=C1SC2CS(=O)(=O)CC2N1c1ccccc1 (configuration not stated) | ? | ·
CCOc1ccc2[nH]c(C)c(CN3CCCCC3)c(=O)c2c1 | -0.2% | 1.1
Nc1cc([N+](=O)[O-])ccc1Nc1ccccc1 | ? | ·
O=C(C1=C(O)C(=O)N(Cc2ccccc2)C1c1ccco1)c1ccco1 (configuration not stated) | -16.1% | -10.0
CCc1ccccc1NC(=O)C1=CN2CCS(=O)(=O)N=C2C=C1 | ? | ·
O=C(CN1C(=O)c2ccccc2C1=O)c1ccccc1 | i | ·
CCOC(=O)c1[nH]c2ccc(Br)cc2c1NC(=O)CCN1CCCC(C)(C)C1 | ? | ·
CNC(=O)c1sc(Nc2ccc(OCc3ccccc3)cc2)nc1C | ? | ·
CCN(CCCNC(=O)C1CCN(S(=O)(=O)c2c(C)[nH]c(=O)[nH]c2=O)CC1)c1cccc(C)c1 | ? | ·
CC(C)=CCN1CCC(n2nccc2NC(=O)c2ccccc2Cl)CC1 | ? | ·
COc1ccc(S(=O)(=O)CCc2nc3ccccc3s2)cc1 | ? | ·
CN(CCOc1ccccc1Cl)Cc1ccccc1 | 23.1µM* | -8.5*
CC1Cc2ccccc2N1C(=O)CSc1nnc2n1C(C)(C)Cc1ccccc1-2 (configuration not stated) | i | -24.9
COc1ccc(/C=C2\N=C(C)OC2=O)cc1OC(C)=O | -10.2% | -5.4
NC(=S)N/N=C/c1ccc(-c2cc(Cl)cc(Cl)c2)o1 | ? | ·
CC(C)(C)C(=O)OCc1cn(-c2ccccc2)nn1 | ? | ·
CC1(c2cc(C(F)(F)F)n3nc(C(=O)O)cc3n2)CC1 | 2.6% | -0.8
Cc1cc(NC(=O)CCOc2ccccc2)no1 | 25.0% | ·
O=C(CN1C(=O)NC2(CCCCCC2)C1=O)c1cccs1 | ? | ·
COc1ccc(C(=O)NNC(=O)CCC(=O)Nc2ccc(C)cc2C)cc1 | ? | ·
C/C(=N\O)C1(C)N(O)C(C)(C)C(c2ccc(Br)cc2)=[N+]1[O-] (configuration not stated) | 4.3% | -23.3
CCCn1c2ccccc2c2nnc(SCC(=O)Nc3ncccn3)nc21 | ? | ·
CCNC(=S)Nc1cc(OC)c(NC(=O)c2ccco2)cc1OC | -2.0% | -18.3
CCc1ccc(C(=O)/C=C/c2cnn(C)c2C)s1 | -7.8% | -6.8
COC(=O)c1ccccc1SCC(=O)Nc1ccc(N2CCOCC2)cc1 | ? | ·
COc1ccc(CC(=O)Nc2ccc(S(=O)(=O)Nc3ncccn3)cc2)cc1OC | -8.8% | 0.2
COCCN1C(=O)c2ccccc2C(C(=O)Nc2ccc3c(c2)OCCO3)C1c1ccc(F)cc1 (configuration not stated) | -19.4% | -14.6
COc1ccc(S(=O)(=O)c2c(O)c3ccc(C(=O)Nc4ccccc4)cc3[nH]c2=O)cc1 | 26.4% | 23.0
O=C(CSc1ncccn1)NCc1ccccc1Cl | i | ·
CC(=O)C12CCCCC1CC1C3CC(C)C4(O)CC(=O)CCC4(C)C3CCC12C (configuration not stated) | ? | ·
CS(=O)(=O)N1CCN(c2ccccc2NC(=O)c2ccc(Br)o2)CC1 | ? | ·
CCOC(=O)[C@@H]1[C@H]2COc3cc(OC)ccc3[C@@H]2N2C(=O)N(c3ccc(Br)cc3)C(=O)[C@@]12C | ? | ·
CNC(=O)Nc1ccc2nc(C)sc2c1 | -2.5% | 2.1

Structures above that contain a furan ring, fused or not (13):
SMILES | Lipid storage S3 | Lipid storage S3 cell count max
Cc1onc(-c2ccccc2Cl)c1C(=O)NCc1ccco1 | 10.1% | -9.9
CC(=O)C1=C(O)C=C(c2ccco2)CC1c1ccco1 (configuration not stated) | ? | ·
CCN(CC)C(=O)COC(=O)c1ccc(C)c(NC(=O)c2ccco2)c1 | -0.5% | 3.1
COc1cc(O)oc1C=Nc1ccc(C(F)(F)F)cc1 | -20.3% | 2.5
COc1ccc2[nH]c(=O)c(CN(Cc3nnnn3Cc3ccco3)C3CCCCC3)cc2c1 | 22.0% | -18.8
CC(C)N=c1scc(-c2ccco2)n1/N=C/c1ccc(O)c(O)c1 | ? | ·
Cc1ccc(SCC(=O)Nc2cccc(NC(=O)c3ccco3)c2)cc1 | ? | ·
CN(C)S(=O)(=O)c1cccc(COC(=O)CNC(=O)c2ccc(Br)o2)c1 | ? | ·
Brc1ccc(-c2csc(N/N=C/c3ccco3)n2)cc1 | ? | ·
O=C(C1=C(O)C(=O)N(Cc2ccccc2)C1c1ccco1)c1ccco1 (configuration not stated) | -16.1% | -10.0
NC(=S)N/N=C/c1ccc(-c2cc(Cl)cc(Cl)c2)o1 | ? | ·
CCNC(=S)Nc1cc(OC)c(NC(=O)c2ccco2)cc1OC | -2.0% | -18.3
CS(=O)(=O)N1CCN(c2ccccc2NC(=O)c2ccc(Br)o2)CC1 | ? | ·

The list continues.
SMILES | Lipid storage S3 | Lipid storage S3 cell count max
O=C(CSc1nnc(-c2cccc(S(=O)(=O)N3CCCC3)c2)n1-c1ccccc1)Nc1ccc(C(=O)O)cc1 | 1.2% | 3.1
COc1cccc(NC(=O)COC(=O)CCn2c(C)csc2=O)c1 | i | -50.0
COc1cccc(C(=O)OCn2nnc3ccccc3c2=O)c1 | -3.9% | -2.1
COc1ccc(C(=O)NC(=S)Nc2ccc([N+](=O)[O-])cc2C)cc1OC | ? | ·
Cc1nn(-c2ccccc2)c(Cl)c1C(=O)Nc1nnc(C2CCCCC2)s1 | -14.2% | 13.5
N#Cc1cc2c(nc1SCc1ccccc1)CCC2 | 4.7% | 10.7
CC(=O)OC(CC(=O)O)C[N+](C)(C)C (configuration not stated) | ? | ·
CCOc1ccc(Cl)cc1S(=O)(=O)NCc1ccccn1 | ? | ·
COc1ccc(S[C@@H](CCN2CC[C@H](C)CCC2=O)c2ccccc2)cc1 | ? | ·
CC(C)(C)c1cc(CCC(=O)NCC2CCCO2)cc(C(C)(C)C)c1O (configuration not stated) | -9.3% | 10.8
COc1ccc(Cl)cc1NC(=O)C1CCCN(c2ncnc3c2nc2n3CCCCC2)C1 (configuration not stated) | ? | ·
CCN(CC)S(=O)(=O)c1cc(C(=O)Nc2cc(S(=O)(=O)N3CCOCC3)ccc2N2CCCC2)ccc1F | ? | ·
COC(=O)NNC(=O)c1ccc(C)c(Br)c1 | ? | ·
O=C(COC(=O)CCCN1C(=O)c2cccc3cccc(c23)C1=O)NC1CCS(=O)(=O)C1 (configuration not stated) | i | -12.3
CC(=O)N1CCOc2ccc(S(=O)(=O)Nc3ncccc3C)cc21 | i | ·
O=C(OCCN1C(=O)c2ccccc2C1=O)c1cc(S(=O)(=O)N2CCOCC2)ccc1Cl | i | ·
O=C(NCCNc1cc(Cl)ccc1[N+](=O)[O-])c1ccco1 | -0.9% | -15.0

Some of the compounds tested; count on the stated rates, not on these rows.
